PG9 binder = small molecules binding HIV-1 gp120 antibody PG9. inhibition, % at 6.7 µM. 360,000 compounds, 0.43% hits. TR-FRET gp120-PG9 antibody binding; in the data active = inhibition above about 8.5%
mABHD4 FP = inhibitors of mouse ABHD4. 370,000 compounds, 0.54% hits. Q8VD66. inhibition, % at 8.92 µM. purified mABHD4, FP-Rh probe fluorescence polarization. AID 720543;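 active = inhibition exceeding the mean over every tested compound plus 3 SD, cut at about 30% in these data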;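 note: 0% = plate median of compound wells and 100% = S159A mutant with DMSO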
Target sequence (Q8VD66 whole entry, looked up): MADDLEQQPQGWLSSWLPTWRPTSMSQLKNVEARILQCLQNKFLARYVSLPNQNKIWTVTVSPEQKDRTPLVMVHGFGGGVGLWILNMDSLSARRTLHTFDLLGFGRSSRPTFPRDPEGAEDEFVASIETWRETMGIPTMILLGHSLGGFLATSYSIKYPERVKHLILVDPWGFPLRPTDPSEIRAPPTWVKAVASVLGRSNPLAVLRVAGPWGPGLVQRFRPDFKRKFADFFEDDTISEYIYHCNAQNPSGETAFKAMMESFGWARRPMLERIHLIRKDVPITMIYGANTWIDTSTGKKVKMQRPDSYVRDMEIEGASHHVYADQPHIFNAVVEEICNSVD
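system = mouse ABHD4 enzyme, wild type | medium = HEPES pH 7.0, NaCl, Pluronic buffer | also added = FP-Rh probe | incubation = Enzyme–compound pre-incubation 45 min, then probe 60 min, both 25 °C | technique = fluorescence polarization, excitation 525 nm, emission 598 nm, BODIPY TMR filters | controls = S159A mutant high control, sample median low control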
rCAG binder = molecules binding r(CAG) RNA repeats | r(CAG) RNA repeat, TO-PRO-1 dye displacement fluorescence | inhibition, % at 3 µM | 370,000 compounds, 1.3% hits | AID 651821;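 active = inhibition above the plate cutoff, the mean of all test compounds on that plate plus 3 SD, cut at about 35% in these data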;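 note: 0% = DMSO alone and 100% = 100 µM mitoxantrone as full dye displacement; higher means more dye released from RNA so lower well fluorescence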
TCR-CD3 inh = inhibitors of human TCR-CD3 interaction. TAMRA-labeled TCR probe fluorescence, biochemical. inhibition, % at 9.4 µM. 360,000 compounds, 0.37% hits. AID 651800; in the data active = inhibition above about 19%;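 note: recombinant mutant TCR 2C K166C tagged with TAMRA read by polarization; 0% = receptor in buffer alone and 100% = receptor with positive control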
HTRA1 inh = HTRA1 (human) protease inhibition; inhibition, % at 5.96 µM; 340,000 compounds, 0.5% hits; recombinant HTRA1, FP-rhodamine activity-based probe, fluorescence polarization; in the data active = inhibition above about 36%;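 note: 0% = enzyme with DMSO and 100% = wells lacking enzyme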
NR1D1 modulator = modulators of human Rev-erb alpha DNA binding | P20393 | Rev-erbα–FITC-DNA binding, fluorescence polarization, 90 min | activity, % at 10 µM | 370,000 compounds, 0.79% hits | AID 1259318;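 active = activity above about 14%, limit read from the data; passing the limit was not always enough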;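 note: 0% = DMSO wells with 35 nM protein and 100% = DMSO wells with 750 nM protein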
TDP2 absorb = TDP2 (human) inhibition, absorbance primary screen; O95551; recombinant TDP2, T5PNP hydrolysis, p-nitrophenol absorbance 415 nm; inhibition, % at 12.8 µM; 370,000 compounds, 0.34% hits; AID 720702;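 active = inhibition above the mean of all tested compounds plus 3 SD, set per campaign, cut at about 25% in these data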;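 note: 0% = DMSO with enzyme and 100% = buffer with substrate but no TDP2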
Target sequence (O95551 whole entry, looked up): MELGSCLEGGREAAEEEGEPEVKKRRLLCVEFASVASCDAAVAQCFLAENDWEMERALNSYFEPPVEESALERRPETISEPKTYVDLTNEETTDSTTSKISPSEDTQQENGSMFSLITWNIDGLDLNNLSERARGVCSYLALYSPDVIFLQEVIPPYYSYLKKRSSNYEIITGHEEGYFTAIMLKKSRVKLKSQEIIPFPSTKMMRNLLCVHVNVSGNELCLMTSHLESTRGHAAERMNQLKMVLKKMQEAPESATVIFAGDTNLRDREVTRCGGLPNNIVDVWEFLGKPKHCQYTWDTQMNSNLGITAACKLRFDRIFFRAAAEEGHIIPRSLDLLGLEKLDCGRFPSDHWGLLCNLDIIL
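Assay system: recombinant human TDP2 / Reagent: T5PNP substrate at 5 mM, a TopII-DNA adduct mimic / Measured by: epi absorbance from released p-nitrophenol / Evaluation: % inhibition relative to enzyme-containing and enzyme-free wells / Control set: enzyme-free and DMSO wells / Replicates: each compound tested once, singlicate / Schedule: enzyme reaction with compound for 2 h at 37 °C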
PRMT1 inh = blocks human protein arginine methyltransferase 1; Q99873; recombinant PRMT1, activity-based probe fluorescence polarization; inhibition, % at 2.79 µM; 370,000 compounds, 1.3% hits; AID 652257;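 active = inhibition above about 21% made by adding two undisclosed values, limit read from the data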
Target sequence (Q99873 whole entry, looked up): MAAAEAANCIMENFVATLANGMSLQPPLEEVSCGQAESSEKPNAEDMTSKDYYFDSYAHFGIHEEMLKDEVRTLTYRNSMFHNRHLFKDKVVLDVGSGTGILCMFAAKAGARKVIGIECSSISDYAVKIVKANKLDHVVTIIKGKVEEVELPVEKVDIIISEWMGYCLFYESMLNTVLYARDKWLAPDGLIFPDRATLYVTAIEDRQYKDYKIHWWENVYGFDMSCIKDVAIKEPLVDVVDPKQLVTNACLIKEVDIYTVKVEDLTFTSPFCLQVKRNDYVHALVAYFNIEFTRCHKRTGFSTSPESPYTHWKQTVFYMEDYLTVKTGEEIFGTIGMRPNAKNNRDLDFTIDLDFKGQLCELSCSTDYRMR
SIAE primary = blocks human sialic acid acetylesterase | Q9HAT2 | SIAE FP-Rh probe binding, fluorescence polarization | inhibition, % at 9.66 µM | 370,000 compounds, 0.69% hits;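 active = inhibition above a cutoff: mean of compounds within the control limits plus 3 SD of those, cut at about 17% in these data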;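 note: 0% = plate median of compound wells and 100% = probe without SIAE protein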
LEDGF integ inh = blocks HIV-1 LEDGF/p75-dependent DNA integration | inhibition, % at 3.7 µM | TR-FRET IN-LEDGF/p75 DNA integration, Eu/Cy5 | 370,000 compounds, 0.64% hits;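 active = inhibition above the screen-wide mean plus 3 SD, cut at about 13% in these data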;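 note: signal is the Cy5 over europium emission ratio at 671 and 618 nm; 0% = plate median of compound wells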
Starred values were filed as active, the others as inactive; x = no result given.

| no. | structure | PG9 binder | mABHD4 FP | rCAG binder | TCR-CD3 inh | HTRA1 inh | NR1D1 modulator | TDP2 absorb | PRMT1 inh | SIAE primary | LEDGF integ inh |
| --- | --- | --- | --- | --- | --- | --- | --- | --- | --- | --- | --- |
| 1 | CCC1Oc2nc(SC)nnc2-c2ccccc2N1C(=O)c1ccccc1 (stereo not given) | -0.3 | 7 | -1 | -3 | -7 | -6 | 5 | 0 | -5 | 2 |
| 2 | COc1ccc(C(=O)NCc2nc(C)c(C)s2)cc1OC1CCN(C(C)C)CC1 | -1.4 | -6 | -5 | -3 | 3 | 0 | -1 | -2 | -7 | 1 |
| 3 | Cc1ccc(CN2CCC(C(=O)Nc3cccc(-c4cccc(F)c4)c3)CC2)o1 | 0.4 | -6 | 2 | -6 | -8 | 2 | -10 | 1 | -4 | 2 |
| 4 | Cc1ccccc1OCC(=O)N(Cc1ccco1)c1c(N)n(Cc2ccccc2)c(=O)[nH]c1=O | -1.3 | 3 | 5 | -3 | 10 | -1 | -5 | 0 | 4 | 6 |
| 5 | CCOC(=O)c1ccc(NC(=O)C2CCN(C(=O)c3ccc(OC)c(OC)c3)CC2)cc1 | 1.2 | 1 | 0 | -4 | -5 | -2 | 9 | -1 | 5 | 1 |
| 6 | Cc1ccc(S(=O)(=O)CCC(=O)OCC(=O)Nc2cc(S(=O)(=O)N3CCOCC3)ccc2Cl)cc1 | -0.8 | 1 | 4 | 8 | 2 | -9 | 8 | -2 | 1 | 2 |
| 7 | COc1cccc(CNC(=O)c2nnn(CC(=O)Nc3c(C)cccc3C)c2N)c1 | 0.1 | -4 | -1 | 2 | -3 | 9 | 13 | -3 | 2 | 2 |
| 8 | O=C(CC1CCCC1)N1CC[C@H]2[C@H](CCCN2Cc2cc(F)cc(F)c2)C1 | x | -6 | -2 | x | x | -2 | 1 | -2 | 2 | 5 |
| 9 | COc1cc(SC)ccc1C(=O)N(Cc1ccccc1)c1ccccn1 | -0.5 | 6 | -2 | -2 | x | -1 | 0 | 3 | 0 | 0 |
| 10 | CCC1=C([N+](=O)[O-])C(c2ccc3c(c2)OCO3)NC(=O)N1 (stereo not given) | -0.2 | -1 | 0 | 0 | -2 | 11 | -17 | 0 | -2 | 1 |
| 11 | C[C@@H]1CN(c2ccc(N3CCNC[C@@H]3C)cc2C#N)CCN1Cc1ccccc1 | -2.6 | 10 | 8 | 7 | x | -1 | -3 | 0 | 20* | -2 |
| 12 | COC(=O)[C@H]1C[C@@]2(C)c3ccccc3N(C(=O)OC(C)(C)C)[C@H]2N1C(=O)OC(C)(C)C | x | -4 | -2 | x | x | 0 | -6 | -1 | 0 | 2 |
| 13 | Cc1ccc(C(=O)N/C(=C\c2cccs2)C(=O)NCCc2c[nH]c3ccccc23)cc1C | 0.7 | -8 | 11 | -12 | -15 | -3 | 0 | 2 | 3 | 2 |
| 14 | CCOC(=O)c1c(C)c(C(=O)Nc2cc(OC)ccc2OC)c(C)n1CC | -1.2 | 0 | -5 | 5 | -2 | -7 | 1 | -2 | -1 | -3 |
| 15 | Cc1nc(C)c(-c2ccc(SCC(=O)Nc3cccc(Cl)c3)nn2)s1 | -14 | -6 | 4 | 0 | -13 | 24* | 18 | -1 | 2 | 2 |
| 16 | Cc1ccc(-c2c(C)n([O-])c3c([n+]2=O)CCC3)cc1 | -1.8 | -4 | 1 | 1 | 2 | 4 | -1 | -1 | -2 | 0 |
| 17 | CCOC(=O)c1c(C)[nH]c(NC(=O)NNC(=O)c2ccccc2Cl)c1C | -1.5 | 0 | 2 | 1 | 1 | -4 | 1 | 2 | -3 | -5 |
| 18 | CN(c1ccccc1)S(=O)(=O)c1cc(Cl)ccc1Cl | -0.7 | -5 | -2 | 1 | 4 | 6 | 4 | 0 | -5 | 2 |
| 19 | CCOc1cccc(CNn2cnnc2)c1OCc1ccccc1Cl | -0.2 | -1 | -5 | 8 | -2 | 0 | 1 | -3 | 3 | 0 |
| 20 | COc1cc(C(=O)NCC2CCCN2S(=O)(=O)c2cccs2)cc(OC)c1OC (stereo not given) | -4.1 | -3 | 4 | 5 | -4 | -1 | -7 | 1 | -7 | 4 |
| 21 | O=C(Nc1ccc(N2CCOCC2)cc1N1CCOCC1)c1ccccc1 | -0.4 | -1 | 1 | 0 | 2 | -4 | 2 | 1 | 6 | -6 |
| 22 | O=S1OC(c2ccccc2)c2cc(Cl)ccc21 (stereo not given) | 0.3 | -1 | -1 | -4 | 4 | 0 | 11 | 1 | 8 | -2 |
| 23 | CC1(C)Cc2c(cnn2-c2ccccc2)C(NC(=O)CCN2CCCCO2)C1 (stereo not given) | -2.9 | -2 | -8 | 1 | 8 | -1 | 12 | -3 | 2 | 0 |
| 24 | O=C(CCCCn1c(=O)c2ccccc2n(CC(=O)Nc2ccccc2)c1=O)NCc1ccco1 | -1.3 | 5 | 2 | -2 | 1 | -2 | 5 | 1 | -11 | 1 |

Single records (already shown). Screens in order: PG9 binder, mABHD4 FP, rCAG binder, TCR-CD3 inh, HTRA1 inh, NR1D1 modulator, TDP2 absorb, PRMT1 inh, SIAE primary, LEDGF integ inh
COc1cc(SC)ccc1C(=O)N(Cc1ccccc1)c1ccccn1 across the screens: -0.5, 6, -2, -2, x, -1, 0, 3, 0, 0
Cc1ccccc1OCC(=O)N(Cc1ccco1)c1c(N)n(Cc2ccccc2)c(=O)[nH]c1=O across the screens: -1.3, 3, 5, -3, 10, -1, -5, 0, 4, 6
COc1cccc(CNC(=O)c2nnn(CC(=O)Nc3c(C)cccc3C)c2N)c1 across the screens: 0.1, -4, -1, 2, -3, 9, 13, -3, 2, 2
COC(=O)[C@H]1C[C@@]2(C)c3ccccc3N(C(=O)OC(C)(C)C)[C@H]2N1C(=O)OC(C)(C)C across the screens: x, -4, -2, x, x, 0, -6, -1, 0, 2
O=S1OC(c2ccccc2)c2cc(Cl)ccc21 (stereo not given) across the screens: 0.3, -1, -1, -4, 4, 0, 11, 1, 8, -2

The list goes on:
| no. | structure | PG9 binder | mABHD4 FP | rCAG binder | TCR-CD3 inh | HTRA1 inh | NR1D1 modulator | TDP2 absorb | PRMT1 inh | SIAE primary | LEDGF integ inh |
| --- | --- | --- | --- | --- | --- | --- | --- | --- | --- | --- | --- |
| 25 | CCN(CC)CCNc1ccc(C)c2sc3ccc(O)cc3c(=O)c12 | -6.8 | 17 | 8 | -5 | 22 | 8 | -9 | -1 | 2 | 2 |
| 26 | O=C(COC(=O)c1ccccc1F)Nc1cc(S(=O)(=O)N2CCOCC2)ccc1N1CCCC1 | -0.2 | -1 | -2 | 2 | 2 | 8 | 1 | 1 | 3 | -4 |
| 27 | NC(=O)CSc1nnc(-c2ccc(S(=O)(=O)N3CCCCC3)cc2)n1-c1ccccc1 | 0.2 | 1 | -4 | -4 | -2 | 1 | 0 | -2 | 1 | -1 |
| 28 | O=C(O)CSc1nnc(COc2ccccc2)n1-c1ccccc1 | -0.1 | 0 | 2 | -2 | 1 | -1 | 5 | -1 | 1 | -4 |
| 29 | CC1CCN(S(=O)(=O)c2cn(C)c(=O)n(C)c2=O)CC1 | 0.6 | 0 | 1 | -3 | 2 | 7 | 10 | -4 | 13 | -1 |
| 30 | CC(COc1ccc(OC(F)(F)F)cc1)CN1CCC(C(O)(c2ccccc2)c2ccccc2)CC1 (stereo not given) | x | 8 | 3 | x | x | -2 | -3 | 0 | -2 | -2 |
| 31 | CCOc1ccc(CC(=O)OCN2C(=O)c3ccccc3C2=O)cc1 | 0.4 | 2 | -2 | 8 | -8 | -1 | 2 | 2 | -3 | -1 |
| 32 | C[C@H]1C2CC(OC(=O)NCc3ccc(Cl)cc3)C(C2)[C@H]2CCCCN21 (stereo not given in full) | x | 2 | 5 | x | x | 5 | -4 | 0 | 0 | 1 |
| 33 | COc1cc(C2(c3ccc(O)c(OC)c3)C(=O)Nc3c(C)cc(Br)cc32)ccc1O | 0.4 | -3 | -1 | -11 | 23 | -8 | 2 | -1 | 0 | -3 |
| 34 | CC(C)(C)n1nnnc1C(C1CC1)N1CCN(C/C=C/c2ccccc2)CC1 (stereo not given) | 1.0 | 6 | -1 | -3 | x | -10 | 4 | 2 | 0 | -2 |
| 35 | Cc1cc(C)c(S(=O)(=O)Nc2ncn[nH]2)cc1C | 0.5 | 0 | 0 | 1 | 11 | -3 | -5 | 0 | -8 | -4 |
| 36 | CCN(C(=O)CSc1ccc(S(=O)(=O)N2CCOCC2)cn1)c1ccccc1 | 0.0 | -2 | 1 | -5 | 6 | 4 | -3 | -1 | 2 | -8 |
| 37 | CC1(C)Cc2nc3oc4c(=S)nc[nH]c4c3cc2CO1 | 19* | 0 | 4 | 10 | 3 | 1 | 10 | 5 | 1 | 0 |
| 38 | O=C(/C=C/c1ccc(-c2cccc([N+](=O)[O-])c2)o1)N1CCOCC1 | -2.1 | -6 | 0 | -2 | x | -2 | 15 | -4 | -2 | 1 |
| 39 | COc1ccc(N(CC(=O)Nc2c(C)cccc2C)S(=O)(=O)c2ccccc2[N+](=O)[O-])c(OC)c1 | -1.5 | -11 | 8 | 0 | -15 | 0 | -19 | -2 | 8 | 0 |
| 40 | CC(=O)NCCc1ccc(O)cc1 | 0.2 | -3 | 0 | 12 | -2 | 2 | -16 | -6 | 5 | 3 |
| 41 | O=S1(=O)c2ccc(N3CCC[C@H]3CO)cc2OCCCN1C1CC1 | x | -2 | 4 | x | x | 7 | 2 | -4 | -1 | 5 |
| 42 | Cc1cc(=O)[nH]c(N/N=C/c2c(C)oc3ccccc23)n1 | -0.7 | -2 | 4 | -6 | 6 | 1 | -5 | 7 | 0 | -2 |
| 43 | O=C1COc2ccc(OCc3ccc(F)cc3)cc21 | 2.0 | -3 | 7 | 3 | -9 | -5 | 10 | 2 | -2 | -5 |
| 44 | Cc1cc(OCC(=O)NNC(=O)c2ccncc2)cc(C)c1Cl | 0.5 | 4 | 0 | -3 | -3 | -10 | 0 | -1 | -5 | 0 |
| 45 | Cc1ccc(S(=O)(=O)NNC(=O)c2cc([N+](=O)[O-])c(C)c([N+](=O)[O-])c2)cc1 | 0.2 | 4 | 13 | 3 | x | 1 | 5 | 5 | 4 | -1 |
| 46 | Cc1ccc(CNc2ncc(-c3ccc4c(c3)OCO4)n2C)cc1 | -3.2 | 8 | 1 | 5 | 3 | 0 | 8 | 0 | 12 | 0 |
| 47 | O=C(CNC(=O)OCc1ccccc1)Nc1ccc(F)cc1 | 1.1 | 3 | 5 | 11 | 0 | -8 | 4 | -1 | 5 | 1 |
| 48 | O=C1NC(c2cccc([N+](=O)[O-])c2)=CCN1c1ccccc1O | -0.8 | 9 | 11 | 8 | 1 | -2 | 10 | 2 | -1 | 2 |
| 49 | CC(Oc1ccc(Cl)cc1Cl)C(=O)NCc1ccncc1 (stereo not given) | -1.5 | -6 | 1 | 4 | 4 | 4 | 2 | -2 | 0 | 1 |

High-throughput results as filed in PubChem.

This is a subset; the hit share may differ from the screen's.
